Bioassay records (PubChem BioAssay)
PrPC surface inh = inhibitors of human cell surface prion protein PrPC, primary screen, cell-based, TR-FRET; Major prion protein (Homo sapiens), P04156; TR-FRET read-out; inhibition, % at 13.8 µM; 370,000 tested, 0.43% active; AID 720596, 2013; in the data active means inhibition above about 24%; further: 0% = median of the test wells and 100% = reference compound wells
Vc quorum ag = inducers of Vibrio cholerae quorum light production without autoinducers, primary screen, BH1578 luxS cqsA deficient, single point; V. cholerae BH1578 lux reporter, luminescence, 6 h; 350,000 tested, 0.16% active; AID 588436, 2011; activation, % at 18.7 µM; in the data active means activation mostly above about 9.7%, no sharp cut-off; inconclusive means no clear call, values can overlap the other calls; inactive means mostly below about 3.7%; further: not every result past the cut was called active; inactives centre near 0; reference of the scale not given here
BoNT-A LC inh2 = BoNT/A light chain protease inhibitors, primary screen, biochemical, flow cytometry, MLPCN library; Botulinum neurotoxin type A light chain protease (Clostridium botulinum A str. ATCC 3502); multiplex microsphere protease substrate cleavage; inhibition, % at 10 µM; 360,000 tested, 0.17% active; AID 588499, 2011; further: plate controls were buffer without enzyme for full effect and enzyme alone for no effect
Y pestis TopoI = Yersinia pestis topoisomerase I inhibitors, primary screen, biochemical, cleavage product accumulation, plate reader, single point; activity, % at 10 µM; 360,000 tested, 0.064% active; DNA topoisomerase I (Yersinia pestis CO92); Y. pestis Topo-I cleavage product accumulation; in the data active means activity above about 50%, passing the limit was not always enough; inconclusive means no clear call, values can overlap the other calls; further: inactives centre near 2
PfHsp40 yeast = rescue of yeast from PfHsp40 toxicity, primary screen, S. cerevisiae, ATP luminescence; S. cerevisiae expressing PfHsp40, growth rescue; growth rescue, % at 12.5 µM; 340,000 tested, 0.68% active; AID 504582, 2011; in the data active means growth rescue above about 28%, passing the limit was not always enough; inconclusive means no clear call, values can overlap the other calls;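 further: yeast W303a lacking pdr1 and pdr3 grown in galactose medium; growth measured after three days at 30 °C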
TcdB GH inh = TcdB glycohydrolase inhibitors, primary screen, biochemical, single point, plate reader; Toxin B (Clostridioides difficile), P18177; 350,000 tested, 0.24% active; inhibition, % at 9.99 µM; TcdB glycohydrolase enzymatic assay; in the data active means inhibition above about 10%
Anthrax LF prot = Bacillus anthracis LF protease inhibitors, primary screen, biochemical, multiplex microsphere, MLPCN library; multiplex microsphere protease cleavage assay; inhibition, % at 10 µM; 360,000 tested, 0.12% active; AID 588501, 2011; further: plate controls were buffer without enzyme for full effect and enzyme alone for no effect
SSB-PriA inh = inhibitors of Klebsiella pneumoniae PriA binding to SSB C-terminal tail, primary screen, biochemical, AlphaScreen | PriA–SSB C-terminal tail interaction (Klebsiella pneumoniae) | AlphaScreen SSBct-PriA binding, biotinylated peptide | inhibition, % at 33 µM | 430,000 tested, 0.6% active | AID 1272365, 2023; in the data active means inhibition mostly above about 37%, no sharp cut-off; inactive means mostly below about 20%;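 further: plate controls were negative control peptide for no effect and reference peptide for full effect; strong numbers were not always called active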
3CLpro inhibitor = SARS-CoV 3CLpro protease inhibitors, primary screen, biochemical, quenched FRET; Replicase polyprotein 1ab (Severe acute respiratory syndrome coronavirus), P0C6X7; recombinant SARS-CoV 3CLpro, quenched FRET peptide cleavage; inhibition, % at 6 µM; 290,000 tested, 0.14% active; AID 1706, 2009; in the data active means inhibition above about 12%
Starred values were filed as active, the others as inactive; & = joins results of further samples. Unless noted, no stated cut-off is given here; in the data, active means inhibition above about 30%; inconclusive means no clear call, values can overlap the other calls; inactive means below that. Only part of the results is shown; count on the stated rates, not on these rows.

What do the screens show for `COc1cc2ccccc2cc1C(=O)Nc1cccnc1`?
PrPC surface inh: -8; Vc quorum ag: -7.9; BoNT-A LC inh2: 0.0; Y pestis TopoI: 6; PfHsp40 yeast: 0.3; Anthrax LF prot: 0; SSB-PriA inh: -13; 3CLpro inhibitor: 5

What do the screens show for `CS(=O)(=O)c1ccc2nc(NC(=O)CC3CCCC3)sc2c1`?
PrPC surface inh: -2; Vc quorum ag: inactive; BoNT-A LC inh2: -0.3; Y pestis TopoI: 3; PfHsp40 yeast: 0.2; TcdB GH inh: 1.7; Anthrax LF prot: 0; SSB-PriA inh: -5; 3CLpro inhibitor: 3

How did COc1ccccc1CN1C(=O)C(C)ON=C1c1ccccc1F (stereo unspecified) do in these assays?
PrPC surface inh: 3; Vc quorum ag: -0.5; BoNT-A LC inh2: 0.5; Y pestis TopoI: -3; TcdB GH inh: 0.4; Anthrax LF prot: -4

How did Cc1ccsc1/C=N/Nc1ncnc2nc[nH]c12 do in these assays?
PrPC surface inh: -15; Vc quorum ag: -0.3; BoNT-A LC inh2: -2.8; Y pestis TopoI: -23; PfHsp40 yeast: -0.3; TcdB GH inh: -0.2; Anthrax LF prot: -7; 3CLpro inhibitor: 1

What do the screens show for `COc1cc2c(cc1OC)C(c1ccccc1)NC(C)(C)C2` (stereo unspecified)?
PrPC surface inh: -11; Vc quorum ag: inactive; BoNT-A LC inh2: -4.7; Y pestis TopoI: -4; PfHsp40 yeast: -1.1; TcdB GH inh: 0.2; Anthrax LF prot: 7; SSB-PriA inh: -11; 3CLpro inhibitor: -2

Results for S=C(Nc1ccccn1)NC1CCCC1 ?
PrPC surface inh: 6; Vc quorum ag: inactive; BoNT-A LC inh2: -0.1; Y pestis TopoI: -2; PfHsp40 yeast: 0.9; TcdB GH inh: 1.4; Anthrax LF prot: 1; SSB-PriA inh: -11; 3CLpro inhibitor: 1

Results for O=C(Cn1ccsc1=NC(=O)c1ccco1)c1ccccc1 ?
PrPC surface inh: -2; Vc quorum ag: inactive; BoNT-A LC inh2: 0.9; Y pestis TopoI: -2; PfHsp40 yeast: 0.4; Anthrax LF prot: -1; SSB-PriA inh: -11; 3CLpro inhibitor: 4

How did COc1ccc2oc3ccccc3c(=O)c2c1 do in these assays?
PrPC surface inh: 1; Vc quorum ag: -19; BoNT-A LC inh2: 0.8; Y pestis TopoI: 7; PfHsp40 yeast: 0.0; TcdB GH inh: -0.8; Anthrax LF prot: -4; SSB-PriA inh: -26; 3CLpro inhibitor: -4

Results for N#Cc1cc(Oc2cccc3cccnc23)c(-n2nnc3ccccc32)cc1C#N ?
PrPC surface inh: -3; Vc quorum ag: -0.2; BoNT-A LC inh2: -1.1; Y pestis TopoI: 21; PfHsp40 yeast: 1.0; TcdB GH inh: 2.4; Anthrax LF prot: -9; SSB-PriA inh: 6; 3CLpro inhibitor: -5

How did CC(=Nc1ccc2c(c1)CCC2)c1c(O)n(C)c(=O)n(C)c1=O do in these assays?
PrPC surface inh: 2; Vc quorum ag: 0.1; BoNT-A LC inh2: 0.2; Y pestis TopoI: -4; PfHsp40 yeast: 0.8; Anthrax LF prot: -8; SSB-PriA inh: 1

How did O=Cc1nc(-c2ccc(Cl)cc2)n2ccccc12 do in these assays?
PrPC surface inh: -21; Vc quorum ag: -0.5; BoNT-A LC inh2: 5.9; Y pestis TopoI: -2; PfHsp40 yeast: 0.2; Anthrax LF prot: 3; SSB-PriA inh: 4; 3CLpro inhibitor: -1

How did Cc1ccc(S(=O)(=O)N2CCCC2)cc1C(=O)N1CCC(C)CC1 do in these assays?
PrPC surface inh: 12; Vc quorum ag: -0.4; BoNT-A LC inh2: 1.0; Y pestis TopoI: 4; PfHsp40 yeast: 0.4; TcdB GH inh: 0.5; Anthrax LF prot: 1; SSB-PriA inh: 1; 3CLpro inhibitor: 7

How did Clc1ccc(Nc2ncnc3c2nnn3Cc2ccccc2)cc1 do in these assays?
PrPC surface inh: 2; Vc quorum ag: -0.6; BoNT-A LC inh2: -0.6; Y pestis TopoI: -2; TcdB GH inh: 0.6; Anthrax LF prot: 3; SSB-PriA inh: -2; 3CLpro inhibitor: 5

What do the screens show for `C[C@H]1CN([C@@H](C)CO)S(=O)(=O)c2ccc(-c3cncnc3)cc2O[C@H]1CN(C)C(=O)NC1CCCC1`?
PrPC surface inh: -2; Vc quorum ag: inactive; BoNT-A LC inh2: 0.0; Y pestis TopoI: -2; TcdB GH inh: -0.2&-0.7&-0.4; Anthrax LF prot: 8

What do the screens show for `O=C(Cn1ccc([N+](=O)[O-])n1)NCc1cccnc1`?
PrPC surface inh: -2; Vc quorum ag: 0.6; BoNT-A LC inh2: -0.2; Y pestis TopoI: -1; PfHsp40 yeast: 0.6; TcdB GH inh: 1.0; Anthrax LF prot: 2; SSB-PriA inh: -2; 3CLpro inhibitor: -4

What do the screens show for `O=C(Oc1coc(CSc2ncccn2)cc1=O)c1ccccc1[N+](=O)[O-]`?
PrPC surface inh: 2; Vc quorum ag: inactive; BoNT-A LC inh2: -0.2; Y pestis TopoI: 4; PfHsp40 yeast: -0.4; TcdB GH inh: 0.7; Anthrax LF prot: -7; SSB-PriA inh: 6; 3CLpro inhibitor: -2

What do the screens show for `COC(=O)C1=C(C)N(C)C(=O)/C1=C\c1ccco1`?
PrPC surface inh: -11; Vc quorum ag: inactive; BoNT-A LC inh2: -0.8; Y pestis TopoI: 2; PfHsp40 yeast: -0.4; Anthrax LF prot: 3; SSB-PriA inh: -11; 3CLpro inhibitor: -3

How did CCc1ccccc1NC(=S)NC1CC2CCCC(C1)N2Cc1cccs1 (stereo unspecified) do in these assays?
PrPC surface inh: 3; Vc quorum ag: -3.3; BoNT-A LC inh2: -0.9; Y pestis TopoI: 4; PfHsp40 yeast: -0.3; Anthrax LF prot: -3; SSB-PriA inh: 3; 3CLpro inhibitor: -6

Results for O=C(Nc1ccccc1F)N(Cc1ccc(F)cc1)Cc1nc2ccccc2c(=O)[nH]1 ?
PrPC surface inh: 5; Vc quorum ag: -0.4; BoNT-A LC inh2: -0.5; Y pestis TopoI: 17; PfHsp40 yeast: 0.9; TcdB GH inh: 24*; Anthrax LF prot: 4; SSB-PriA inh: 4; 3CLpro inhibitor: -3

How did S=C(NCCCc1ccccc1)Nc1ccc(Cl)cc1 do in these assays?
PrPC surface inh: 2; Vc quorum ag: inactive; BoNT-A LC inh2: -0.6; Y pestis TopoI: 16; PfHsp40 yeast: inconclusive; Anthrax LF prot: -1; SSB-PriA inh: -60; 3CLpro inhibitor: 3

How did O=C(Oc1ccccc1/C=C\C(=O)c1cc2ccccc2o1)c1ccccc1 do in these assays?
PrPC surface inh: -11; Vc quorum ag: 0.3; BoNT-A LC inh2: 0.6; Y pestis TopoI: 4; PfHsp40 yeast: 0.2; Anthrax LF prot: 0; SSB-PriA inh: 13; 3CLpro inhibitor: -6

What do the screens show for `Cc1ccc(C(=O)NCCOc2ccc(Cl)cc2)cc1`?
PrPC surface inh: -2; Vc quorum ag: inactive; BoNT-A LC inh2: 4.0; Y pestis TopoI: 13; PfHsp40 yeast: 10; TcdB GH inh: 0.3; Anthrax LF prot: -3; SSB-PriA inh: -20; 3CLpro inhibitor: -5

What do the screens show for `COc1ccccc1NC(=O)c1ccccc1NS(=O)(=O)N1CCCC1`?
PrPC surface inh: -4; Vc quorum ag: inactive; BoNT-A LC inh2: 0.8; Y pestis TopoI: 11; PfHsp40 yeast: 1.9; Anthrax LF prot: -1; SSB-PriA inh: -10; 3CLpro inhibitor: 2

How did CC1(C(=O)NS(=O)(=O)c2ccccc2)CCN1C(=O)Cc1ccccc1Cl (stereo unspecified) do in these assays?
PrPC surface inh: -4; Vc quorum ag: 1.3; BoNT-A LC inh2: -0.1; Y pestis TopoI: 2; TcdB GH inh: 1.1; Anthrax LF prot: -2

Results for Cc1cc(=S)[nH]c(=S)[nH]1 ?
PrPC surface inh: 3; Vc quorum ag: -0.9; BoNT-A LC inh2: -0.3; Y pestis TopoI: -4; PfHsp40 yeast: -0.8; TcdB GH inh: 0.9; Anthrax LF prot: 3; SSB-PriA inh: -12; 3CLpro inhibitor: -1

Results for CC(=O)Nc1ccc(/C=N/Nc2nc3ccccc3s2)cc1 ?
PrPC surface inh: 8; Vc quorum ag: inactive; BoNT-A LC inh2: -0.2; Y pestis TopoI: -14; PfHsp40 yeast: -0.1; TcdB GH inh: 0.9; Anthrax LF prot: -2; SSB-PriA inh: inactive; 3CLpro inhibitor: 5

Results for Cc1nc(-c2ccc(C(=O)NCCO)cc2)cs1 ?
PrPC surface inh: 2; Vc quorum ag: -0.4; BoNT-A LC inh2: -0.4; Y pestis TopoI: 7; PfHsp40 yeast: 0.4; TcdB GH inh: 0.9; Anthrax LF prot: 4; SSB-PriA inh: 1; 3CLpro inhibitor: -3

What do the screens show for `Cc1ccc(-n2c(-c3ccco3)nc3c(cnn3-c3ccccc3C)c2=O)cc1`?
PrPC surface inh: 9; BoNT-A LC inh2: -0.4; Y pestis TopoI: 4; PfHsp40 yeast: -0.4; TcdB GH inh: 0.5; Anthrax LF prot: -3; SSB-PriA inh: -4; 3CLpro inhibitor: -1

Results for COc1ccc(NC(=O)c2sc(N3CCOCC3)nc2-c2ccccc2)c(OC)c1 ?
PrPC surface inh: -6; Vc quorum ag: inactive; BoNT-A LC inh2: 0.4; Y pestis TopoI: 4; PfHsp40 yeast: -0.4; Anthrax LF prot: -1; SSB-PriA inh: -4&-12; 3CLpro inhibitor: 3

Results for CCc1ccccc1NC(=S)N(CCN1CCCCC1)Cc1ccco1 ?
PrPC surface inh: -2; Vc quorum ag: inactive; BoNT-A LC inh2: 0.3; Y pestis TopoI: 8; PfHsp40 yeast: -0.3; TcdB GH inh: -0.5; Anthrax LF prot: -4; SSB-PriA inh: 13; 3CLpro inhibitor: -6

Results for O=C(C1=C[C@H](c2ccccc2)C[C@H](OCc2ccc(CO)cc2)O1)N1CCOCC1 ?
PrPC surface inh: 3; Vc quorum ag: inactive; BoNT-A LC inh2: -0.4; Y pestis TopoI: -1; PfHsp40 yeast: 0.0; TcdB GH inh: -0.5&0.7; Anthrax LF prot: -1; SSB-PriA inh: -9; 3CLpro inhibitor: 0

Results for CC1(C(=O)NS(=O)(=O)C2CC2)CCN(C(=O)c2c(F)cccc2F)C1 (stereo unspecified) ?
PrPC surface inh: -8; Vc quorum ag: -0.6; BoNT-A LC inh2: 0.0; Y pestis TopoI: 3; TcdB GH inh: 2.2; Anthrax LF prot: -1

Results for COC(=O)C(C(=O)OC)[C@@H]1C=C[C@H](C[N+](=O)[O-])N(C(C)=O)C1 ?
PrPC surface inh: 2; Vc quorum ag: -0.2; BoNT-A LC inh2: 0.1; Y pestis TopoI: 3; PfHsp40 yeast: -0.6; TcdB GH inh: 0.3; Anthrax LF prot: -4; SSB-PriA inh: -5

What do the screens show for `O=c1oc(=O)c2ccccc2c2ccccc12`?
PrPC surface inh: 10; Vc quorum ag: -7.1; BoNT-A LC inh2: -0.7; Y pestis TopoI: 4; PfHsp40 yeast: -0.7; TcdB GH inh: 0.0; Anthrax LF prot: 4; SSB-PriA inh: -6
